pCIP destab – p/CIP-EGFP fusion destabilizers, primary screen, fluorescence, F442A cells; Q05BA5; 16 h; decrease of EGFP signal, % at 10 µM; actives 0.01% (n = 290,000);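 active = EGFP signal decrease of at least 30% at 10 µM or well 3 SD below plate mean, unless failing retest; inactive = the rest, including hits failing retest or dose response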; note: some compounds called inactive have numbers as strong as hits; many of its hits are not listed in these tables
UBC9 SUMO inh – inhibitors of in vitro SUMOylation cascade, primary screen, biochemical, HTRF, uHTS; inhibition, % at 35 µM; HTRF SUMOylation assay, SAE1/SAE2 + UBC9; AID 2006, 2009; actives 0.36% (n = 290,000); in the data active = inhibition above about 50%, passing the limit was not always enough; note: strong numbers were not always called active
Target sequence (P63279 whole entry, looked up): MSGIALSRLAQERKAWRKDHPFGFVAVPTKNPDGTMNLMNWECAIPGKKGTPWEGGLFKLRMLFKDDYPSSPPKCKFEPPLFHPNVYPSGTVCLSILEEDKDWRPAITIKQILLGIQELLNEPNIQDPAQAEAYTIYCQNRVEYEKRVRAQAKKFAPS
DNA FID counter – compounds displacing fluorescent DNA intercalator, primary screen, artefact control for HCV NS3 helicase inhibitor project, biochemical, FID fluorescence | DNA fluorescent intercalator displacement | inhibition, % at 7.9 µM | actives 0.17% (n = 290,000); in the data active = inhibition above about 37%;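 note: 0% = vehicle and 100% = reference compound; higher means more ethidium bromide displaced from hairpin DNA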
VIM-2 inh – VIM-2 metallo-beta-lactamase inhibitors, primary screen, biochemical, epi-absorbance readout, Pseudomonas aeruginosa enzyme | AID 1527, 2009 | actives 0.89% (n = 290,000) | purified VIM-2, nitrocefin hydrolysis, epi-absorbance fluorescence | inhibition, % at 5.6 µM;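 active = inhibition above the mean of all tested compounds plus 3 SD, cutoff set per screening run, cut at about 7.5% in these data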;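 note: red hydrolysis product quenches plate fluorescence so inhibitors raise well fluorescence; 0% = enzyme with DMSO and 100% = DMSO without enzyme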
MEKK3 PB1 HTS – modulators of MEKK3-MEK5 PB1 binding, primary screen, biochemical, wildtype MEKK3, multiplex bead flow cytometry, Alexa488-MEK5; bead-based flow cytometry, Alexa488-MEK5 binding to MEKK3; actives lie on both sides; 0 = blocked by unlabeled MEK5, 100 = vehicle; binding response (% of control), % at 10 µM; actives 1.4% (n = 290,000); AID 1529, 2009;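 active = binding response more than 3 SD above or below the average of its plate-row segment, actives on both sides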;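 note: Alexa488 bead fluorescence after subtracting the streptavidin-only scavenger bead signal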
Target sequence (Q99759 whole entry, looked up): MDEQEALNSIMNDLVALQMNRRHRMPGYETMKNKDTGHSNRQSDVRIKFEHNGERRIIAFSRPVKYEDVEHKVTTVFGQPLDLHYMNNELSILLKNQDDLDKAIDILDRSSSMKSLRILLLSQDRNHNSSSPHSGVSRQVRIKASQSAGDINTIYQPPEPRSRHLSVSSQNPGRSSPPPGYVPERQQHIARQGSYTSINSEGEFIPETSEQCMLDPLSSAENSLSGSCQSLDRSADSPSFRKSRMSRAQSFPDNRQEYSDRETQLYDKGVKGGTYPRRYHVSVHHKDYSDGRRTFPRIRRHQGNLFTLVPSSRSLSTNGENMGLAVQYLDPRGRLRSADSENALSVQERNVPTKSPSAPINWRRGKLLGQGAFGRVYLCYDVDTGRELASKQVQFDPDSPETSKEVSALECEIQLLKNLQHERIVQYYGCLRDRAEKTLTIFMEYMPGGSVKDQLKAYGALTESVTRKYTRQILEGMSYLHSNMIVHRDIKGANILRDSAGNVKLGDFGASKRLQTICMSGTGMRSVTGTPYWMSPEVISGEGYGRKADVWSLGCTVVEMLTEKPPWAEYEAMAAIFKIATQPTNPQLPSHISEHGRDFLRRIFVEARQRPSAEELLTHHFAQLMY
IDE act – human IDE activators in live cells, primary screen, fluorescence polarization, HEK cells, FAbeta-B substrate | FAbeta-B cleavage; 0% vehicle, 100% cell-free pure enzyme wells | activation, % at 5.96 µM | actives 0.073% (n = 340,000);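 active = activation above the mean of all tested compounds plus 3 SD, set per screening campaign, cut at about 17% in these data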
PHOSPHO1 inh – PubChem AID 1565; inhibition, % at 13.3 µM; Phosphoethanolamine/phosphocholine phosphatase (Homo sapiens), Q8TCT1; recombinant PHOSPHO1, absorbance phosphatase assay; actives 1.1% (n = 290,000); in the data active = inhibition above about 60%
Target sequence (Q8TCT1 whole entry, looked up): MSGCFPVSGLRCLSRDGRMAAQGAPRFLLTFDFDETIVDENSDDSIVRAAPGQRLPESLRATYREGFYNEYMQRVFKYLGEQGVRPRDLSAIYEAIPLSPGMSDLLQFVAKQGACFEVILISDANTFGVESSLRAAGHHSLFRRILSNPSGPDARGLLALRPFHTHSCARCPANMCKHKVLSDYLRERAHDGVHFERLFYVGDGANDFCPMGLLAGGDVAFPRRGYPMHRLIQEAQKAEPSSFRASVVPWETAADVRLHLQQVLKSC
HCV NS3 hel inh – inhibitors of HCV NS3 helicase, primary screen, biochemical, Cy5 molecular beacon fluorescence; Hepatitis C virus NS3 helicase; NS3 helicase DNA unwinding; inhibition, % at 10.9 µM; actives 0.56% (n = 290,000); AID 1800, 2009;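 active = inhibition above the mean of all tested compounds plus 3 SD, set per campaign, cut at about 35% in these data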;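 note: 0% = DMSO wells and 100% = thioflavine S control wells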
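test system = hepatitis C virus NS3 helicase domain fragment enzyme | reagent = annealed dual-labelled DNA beacon duplex, ATP-started | times = 1 h at 25 °C | detection = Cy5 fluorescence, 0 and 60 min reads | read-out basis = percent inhibition from t60/t0 fluorescence ratio | control set = DMSO and thioflavine S | replication = one well per compound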
IMP-1 inh – IMP-1 metallo-beta-lactamase inhibitors, primary screen, biochemical, epi-absorbance readout, Pseudomonas aeruginosa enzyme; metallo-beta-lactamase IMP-1 (Pseudomonas aeruginosa); purified IMP-1, nitrocefin hydrolysis, epi-absorbance fluorescence; inhibition, % at 5.6 µM; actives 0.45% (n = 290,000); AID 1556, 2009;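 active = inhibition above the mean plus 3 SD of all compounds in the same screening run, cut at about 4.5% in these data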;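 note: 0% = IMP-1 with DMSO and 100% = DMSO wells lacking enzyme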
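Test system: recombinant IMP-1 enzyme, purified / Medium: HEPES buffer pH 7.1 with ZnSO4 and Brij 35 / Doses: single dose, 5.6 µM / Times: 25 °C, 15 min preincubation, 25 min reaction / Detection: Epi-absorbance via hydrolysed-nitrocefin quenching of white-plate fluorescence, 480/530 nm, EDTA stop / Evaluation: percent inhibition from optical density relative to buffer-blank wells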
The depositor's hits bear a star; . = no result given.

SMILES	pCIP destab	UBC9 SUMO inh	DNA FID counter	VIM-2 inh	MEKK3 PB1 HTS	IDE act	PHOSPHO1 inh	HCV NS3 hel inh	IMP-1 inh
CC1CC(=O)NN=C1c1ccc(NCCO)c([N+](=O)[O-])c1 (stereo unspecified)	8	3	0	-1.7	98	4	0	6	-2.6
CC1(C)NC(=O)N(CC(=O)OCc2cc(=O)n3cc(Br)ccc3n2)C1=O	-5	19	-3	1.4	59	-2	16	18	-0.1
O=C(Nc1ccc(S(=O)(=O)NCc2ccco2)cc1)c1ccc(F)cc1	-25	2	-10	2.4	96	-1	19	-3	0.9
CCCC1=C(C(=O)OCC)C(c2sccc2C)n2ncnc2N1 (stereo unspecified)	6	8	-24	1.0	99	-1	38	1	-0.9
CCCCC(=O)Nc1ccccc1N1CCN(c2ccc(F)cc2)CC1	-3	-3	-41	-2.1	102	5	-152	3	-3.0
C/C(=N\N(c1ccccc1)c1ccccc1)c1ccco1	-12	-9	-6	-0.7	106	6	1	4	-3.3
O=C(NCc1ccco1)c1ccc(CS(=O)(=O)c2cccc(C(F)(F)F)c2)o1	3	19	-11	-2.5	101	5	9	4	-4.9
O=[N+]([O-])c1ccn(-c2nc(-c3cccs3)cc(C(F)(F)F)n2)n1	2	0	2	2.0	95	1	0	-3	-1.8
CCC(C(=O)NC1CCCC1)N(C(=O)Cn1nnc(-c2ccc(C)o2)n1)C(C)(C)C (stereo unspecified)	-7	12	-25	-2.6	99	-4	16	-1	-2.2
CCN(CC)C(=O)CC(c1ccc(N(C)C)cc1)c1c(OC)cc(OC)c2c(-c3ccccc3)cc(=O)oc12 (stereo unspecified)	17	5	.	.	97	5	-10	.	.
COc1ccc(C(=O)Nn2c(SCc3ccc([N+](=O)[O-])cc3)nc3ccccc3c2=O)cc1	-15	13	4	-1.3	99	2	22	-12	-2.5
CCOC(=O)c1c(NC(=O)Nc2ccc(Cl)cc2)sc(C)c1C	3	3	-2	-2.9	97	-4	24	6	-2.6
CCOc1ccccc1N(CC(=O)NC1CCCC1)C(=O)CCC(=O)Nc1cc(C)on1	-6	19	-32	-2.6	96	4	-16	0	-3.2
COC(=O)Nc1ccc(S(=O)(=O)Nc2ccc(C)cc2)cc1	-9	9	-3	-2.6	96	.	11	-5	-3.9
Cn1cnnc1SCC(=O)Nc1ccc(Cl)c(S(=O)(=O)N2CCOCC2)c1	0	5	4	1.9	76	1	20	-3	-0.8
Cc1[nH]c2ccccc2c1C(=O)C(=O)N1CC(C)OC(C)C1 (stereo unspecified)	-5	24	-6	-0.5	99	-3	33	3	-1.0
O=C(CSc1ccc2nnc(-c3ccccc3)n2n1)NCC1CCCO1 (stereo unspecified)	0	-1	2	-1.3	94	7	4	3	0.0
O=C1c2ccccc2NC(c2ccccc2)N1Cc1ccco1 (stereo unspecified)	-4	24	-2	-5.4	.	-1	-4	16	-1.3
CC(=O)c1cccc(OCC(=O)c2cc(C)n(-c3cc(C)on3)c2C)c1	-7	2	-15	-1.7	104	-1	41	4	-1.0
O=C(O)c1cc(Br)ccc1NS(=O)(=O)c1cccc2nsnc12	-6	3	-33	1.0	104	-3	10	13	0.8
COc1ccccc1-n1c(=O)c(C#N)c(-c2ccc([N+](=O)[O-])cc2)c2cc(C(=O)c3ccccc3O)cnc21	-1	-1	-16	-0.8	82	-3	33	-7	-1.5
c1csc(COc2ccccc2CNC2CCCCC2)c1	-2	-13	9	-1.9	106	0	-2	-5	-1.1
COc1ccc(NC(=S)N2CCC(NC(=O)c3ccccc3C)CC2)cc1	4	-5	-12	-0.2	102	2	46	-5	-1.5
O=C(NCCc1ccc(Cl)cc1)c1cnc2n(c1=O)CCS2	-2	4	.	.	89	-4	15	.	.
Oc1cccc(C(Nc2nccs2)c2ccc3cccnc3c2O)c1 (stereo unspecified)	-13	-59	-9	-3.6	105	1	16	10	-4.3
CCOC(=O)c1[nH]c2ccc(Br)cc2c1NC(=O)CCN1CCC(C)CC1	10	-5	5	-1.1	98	-3	15	1	-1.2
CC(C)(C)N(Cc1ccccc1)C(=O)COc1cccnc1[N+](=O)[O-]	-2	4	-12	-1.6	103	-1	36	-5	-1.9
Cc1nn2c(-n3ccnc3)c3c(nc2c1-c1ccccc1)CCC3	0	29	-11	-0.1	98	3	13	4	-2.5
COc1cc(CCC(=O)N2CCN(c3ccc([N+](=O)[O-])cc3)CC2)cc(OC)c1OC	-14	-14	-35	-6.4	112	-6	22	-3	-4.0
CSc1ccc(C#N)cc1NC(=O)c1ccccc1C	-6	5	0	-0.7	102	-4	38	-3	-0.9
CC(=O)c1ccc(NC(=S)N2c3ccccc3CC2C)cc1 (stereo unspecified)	-3	-19	-9	-3.3	96	3	5	5	-2.8
COc1ccc(NC(=O)CNS(=O)(=O)c2cccc3nonc23)c(OC)c1	6	-3	4	-1.3	117	5	2	-1	-1.9
Cc1ccc(C)c(N2CCN(c3cnn(-c4nc5ccccc5s4)c(=O)c3Cl)CC2)c1	6	4	1	-1.4	143*	1	-21	8	-1.9
Cn1c(=O)c2c(ncn2CCOc2ccc(Br)cc2)n(C)c1=O	-8	9	-20	-4.3	108	-2	26	4	-1.9
CCC(C)Sc1nc2c(c(=O)[nH]c(=O)n2C)n1Cc1ccccc1Cl (stereo unspecified)	-10	-10	.	.	102	5	27	.	.
COc1ccc(C2=NO[C@@H]3C(=O)N(c4c(C)cccc4C)C(=O)[C@H]23)cc1OC	-9	6	-8	-0.7	96	-2	12	-5	0.9

A second format for twelve compounds above.
Below each SMILES: pCIP destab, UBC9 SUMO inh, DNA FID counter, VIM-2 inh, MEKK3 PB1 HTS, IDE act, PHOSPHO1 inh, HCV NS3 hel inh, IMP-1 inh
O=C(O)c1cc(Br)ccc1NS(=O)(=O)c1cccc2nsnc12
    -6, 3, -33, 1.0, 104, -3, 10, 13, 0.8
COc1ccccc1-n1c(=O)c(C#N)c(-c2ccc([N+](=O)[O-])cc2)c2cc(C(=O)c3ccccc3O)cnc21
    -1, -1, -16, -0.8, 82, -3, 33, -7, -1.5
c1csc(COc2ccccc2CNC2CCCCC2)c1
    -2, -13, 9, -1.9, 106, 0, -2, -5, -1.1
COc1ccc(NC(=S)N2CCC(NC(=O)c3ccccc3C)CC2)cc1
    4, -5, -12, -0.2, 102, 2, 46, -5, -1.5
O=C(NCCc1ccc(Cl)cc1)c1cnc2n(c1=O)CCS2
    -2, 4, ., ., 89, -4, 15, ., .
Oc1cccc(C(Nc2nccs2)c2ccc3cccnc3c2O)c1 (stereo unspecified)
    -13, -59, -9, -3.6, 105, 1, 16, 10, -4.3
CCOC(=O)c1[nH]c2ccc(Br)cc2c1NC(=O)CCN1CCC(C)CC1
    10, -5, 5, -1.1, 98, -3, 15, 1, -1.2
CC(C)(C)N(Cc1ccccc1)C(=O)COc1cccnc1[N+](=O)[O-]
    -2, 4, -12, -1.6, 103, -1, 36, -5, -1.9
Cc1nn2c(-n3ccnc3)c3c(nc2c1-c1ccccc1)CCC3
    0, 29, -11, -0.1, 98, 3, 13, 4, -2.5
COc1cc(CCC(=O)N2CCN(c3ccc([N+](=O)[O-])cc3)CC2)cc(OC)c1OC
    -14, -14, -35, -6.4, 112, -6, 22, -3, -4.0
CSc1ccc(C#N)cc1NC(=O)c1ccccc1C
    -6, 5, 0, -0.7, 102, -4, 38, -3, -0.9
CC(=O)c1ccc(NC(=S)N2c3ccccc3CC2C)cc1 (stereo unspecified)
    -3, -19, -9, -3.3, 96, 3, 5, 5, -2.8

Further compounds follow.
SMILES	pCIP destab	UBC9 SUMO inh	DNA FID counter	VIM-2 inh	MEKK3 PB1 HTS	IDE act	PHOSPHO1 inh	HCV NS3 hel inh	IMP-1 inh
CC1=CCC2C(=O)N(c3ccc(C(=O)Nc4ccccc4Cl)cc3)C(=O)C2C1 (stereo unspecified)	-1	7	-27	-0.8	110	0	44	-8	-1.0
C=CCn1cc(C(=O)NCCOC)c(=O)c2cc(S(=O)(=O)N3CCCCCC3)ccc21	-9	33	-24	-1.0	99	3	18	1	-2.5
O=C(c1ccnc(Cl)c1)N1CCCC(N2CCN(c3ccccc3F)CC2)C1 (stereo unspecified)	-7	1	-15	-3.3	97	5	4	1	-1.4
C#CCOC(=O)C1C2C=CC(C2)C1C(=O)O (stereo unspecified)	3	18	7	0.4	99	4	-25	-6	-0.2
COc1ccc([C@H]2[C@@H](C#N)[C@H](C#N)N3CCCN23)cc1	-1	0	0	-1.0	89	-2	-13	-11	-2.1
CC(C)(C)c1ccc(C(=O)N2CCN(CCNC(=O)C(=O)NCc3ccccc3)CC2)cc1	-8	-5	-34	-2.4	105	5	10	0	-2.6
COc1nccc(-c2ccc(F)cc2)c1C#N	0	14	-5	-0.5	103	-4	37	-1	-1.4
Cc1nc2cc(Cl)c([N+](=O)[O-])cc2s1	-15	-8	3	-0.6	95	1	43	-15	-2.9
CCOC(=O)c1c(C)[nH]c(C)c1S(=O)(=O)N(C)Cc1ccco1	-6	10	-15	-0.5	104	3	22	-1	-1.8
COc1ccc(S(=O)(=O)Cc2ccc(C(=O)NC(C)C)o2)cc1	-24	11	-2	-2.5	100	3	-6	-5	-2.5
CCOC(=O)c1oc2ccccc2c1CN1CCN(C)CC1	-17	25	3	-1.7	78	-1	-6	-7	-1.0
O=C(NNC(=S)NCC1CCCO1)c1cccc(S(=O)(=O)N2CCOCC2)c1 (stereo unspecified)	0	12	0	-2.7	102	1	4	-8	-1.2
Cc1nn(-c2ccccc2)nc1CNC(=O)CC(C)(C)C	-2	19	-9	-0.6	100	2	7	8	-1.4
O=C(Nc1ccc(Cl)cc1)c1cncs1	3	1	0	-1.8	98	4	24	-6	-1.6
N/C(Cn1cncn1)=N\OC(=O)c1ccc(Cl)cc1Cl	-5	17	-5	-3.7	103	3	19	-16	-1.3
COc1ccc(OC)c(-c2[nH]nc3c2C(c2ccco2)C(C#N)=C(N)O3)c1 (stereo unspecified)	-10	19	-9	-0.5	96	-1	-10	6	-1.5
Cc1ccc(C(=O)NCCCNCCCNC(=O)c2ccc(C)nc2)cn1	-4	20	4	-0.5	101	2	2	3	-2.4
CN(CC(=O)Nc1ccccc1Br)C(=O)c1ccc(-c2ccc(Cl)cc2)o1	10	-7	-31	-2.7	102	0	15	9	-0.4
Cc1nc2cc(NC(=O)Nc3cccc(F)c3)ccc2n1C	-8	8	14	-3.5	101	2	-5	6	-3.0

An excerpt; rates above refer to the full screens.
